Screening results deposited in PubChem BioAssay by several laboratories.
NadD inh: inhibitors of S. aureus NadD, primary screen, biochemical, colorimetric, uHTS | purified NadD enzyme, colorimetric absorbance read-out | inhibition, % at 20 µM | Nicotinate-nucleotide adenylyltransferase NadD (Staphylococcus aureus N315) | hit rate 0.78% among 360,000; in the data active means inhibition above about 26%; further: some compounds past the cut are filed as inactive
CSN inh: inhibitors of CSN-mediated cullin deneddylation, primary screen, biochemical, fluorescence polarization, uHTS; inhibition, % at 12.5 µM; Purified CSN, SCF-Nedd8-OG deneddylation; hit rate 0.38% among 360,000; AID 651999, 2013;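 active means pattern-corrected inhibition above about 35%, with an unprinted fluorescence ratio check between 0.5 and 1.5, limit read from the data, passing the limit was not always enough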;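 further: 0% = enzyme with substrate and 100% = substrate without enzyme; some results filed as inactive read as strong as hits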
Target sequence (Q92905 whole entry, looked up, one chain of several): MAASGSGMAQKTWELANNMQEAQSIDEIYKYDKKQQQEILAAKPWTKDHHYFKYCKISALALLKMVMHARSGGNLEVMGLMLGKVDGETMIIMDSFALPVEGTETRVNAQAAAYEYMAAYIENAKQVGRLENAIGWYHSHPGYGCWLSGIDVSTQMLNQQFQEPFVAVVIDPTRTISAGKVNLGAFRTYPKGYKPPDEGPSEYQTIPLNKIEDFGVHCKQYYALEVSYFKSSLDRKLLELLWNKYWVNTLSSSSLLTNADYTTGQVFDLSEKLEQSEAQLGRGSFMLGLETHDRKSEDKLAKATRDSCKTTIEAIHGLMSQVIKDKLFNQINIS
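Detection – fluorescence polarization · System – HEK293T-derived human Csn5 enzyme · Controls – substrate-only high control, full reaction low control · Timing – 90 min, room temperature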
MsrA inh: bovine MsrA enzyme inhibitors, primary screen, biochemical, absorbance, HTS | Methionine sulfoxide reductase A (Bos taurus) | purified bovine MsrA, absorbance read-out | inhibition, % at 15.5 µM | hit rate 0.75% among 360,000 | AID 651718, 2012; in the data active means inhibition above about 4.5%;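 further: 0% = vehicle wells with enzyme and 100% = reference inhibitor wells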
Rpn11 inh: Rpn11 (PSMD14) deubiquitinase inhibitors, primary screen, biochemical, fluorescence polarization, uHTS; human 26S proteasome, Ub4-pepOG fluorescence polarization; 20S core pre-blocked with epoxomicin; calls only at 20 µM; hit rate 0.59% among 360,000; AID 588493, 2011;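 active means inhibition at 20 µM, scaled to each plate's controls, above about 33%, limit read from the data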
Target sequence (O00487 whole entry, looked up): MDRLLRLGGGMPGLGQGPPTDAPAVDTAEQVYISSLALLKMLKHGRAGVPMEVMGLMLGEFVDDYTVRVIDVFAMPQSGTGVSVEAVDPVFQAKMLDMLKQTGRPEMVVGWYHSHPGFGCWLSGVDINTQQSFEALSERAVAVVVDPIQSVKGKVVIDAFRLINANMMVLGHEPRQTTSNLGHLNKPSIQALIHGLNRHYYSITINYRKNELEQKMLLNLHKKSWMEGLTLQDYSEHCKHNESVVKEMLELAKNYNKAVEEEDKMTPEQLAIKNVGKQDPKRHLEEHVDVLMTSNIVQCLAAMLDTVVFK
SUMO1-SIM PPI: modulators of SUMO1 protein-protein interactions, primary screen, biochemical, uHTS; Small ubiquitin-related modifier 1 (Homo sapiens), P63165; SUMO1 binding to a labelled peptide, TR-FRET, 1 h; inhibition, % at 20 µM; hit rate 0.33% among 360,000; AID 602429, 2012; in the data active means inhibition above about 37%
Target sequence (P63165 whole entry, looked up): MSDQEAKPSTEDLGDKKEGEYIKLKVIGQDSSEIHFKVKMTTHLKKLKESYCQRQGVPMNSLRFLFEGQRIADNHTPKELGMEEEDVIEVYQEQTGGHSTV
LMPTP inh: LMPTP phosphatase inhibitors, primary screen, biochemical, fluorescence intensity, uHTS. Low molecular weight phosphotyrosine protein phosphatase (Homo sapiens), P24666. recombinant LMPTP-A, OMFP fluorogenic substrate. inhibition, % at 20 µM. hit rate 0.22% among 360,000. AID 651560, 2012;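 active means compounds that cut the enzyme signal by at least half of the control window in the single-dose screen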;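 further: plate controls were DMSO wells with enzyme plus substrate for no effect and substrate without enzyme for full effect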
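Assay system: LMPTP-A enzyme. Input: 0.625 nM LMPTP-A final. Probe or stimulus: 400 µM OMFP. Compound dosing: single 20 µM dose. Schedule: 50 min dark incubation at room temperature. Detection: fluorescence intensity of OMFP turnover product. Read-out: percent inhibition versus substrate-only and uninhibited controls. Benchmarks: no-enzyme low control, uninhibited high control.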
Scp1 inh: Scp-1 phosphatase inhibitors, primary screen, biochemical, colorimetric, uHTS | Carboxy-terminal domain RNA polymerase II polypeptide A small phosphatase 1 (Homo … | Recombinant Scp1, phosphopeptide, malachite green phosphate absorbance | inhibition, % at 20 µM | hit rate 0.88% among 340,000 | AID 493091, 2011;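 active means inhibition above about 50% at 20 µM, limit read from the data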;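 further: plate controls were DMSO wells with enzyme for no effect and wells lacking enzyme for full effect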
Target sequence (Q9GZU7 76-261 limits assumed): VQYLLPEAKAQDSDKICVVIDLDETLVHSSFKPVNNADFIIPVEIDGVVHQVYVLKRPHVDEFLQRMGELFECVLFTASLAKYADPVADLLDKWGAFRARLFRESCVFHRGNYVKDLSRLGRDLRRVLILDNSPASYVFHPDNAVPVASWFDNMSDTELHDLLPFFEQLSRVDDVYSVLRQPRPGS
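Material – SCP-1 phosphatase catalytic domain, residues 76-261 · Buffer or medium – Acidic Tris acetate buffer with magnesium and detergent · Also added – Phospho 17-mer peptide substrate · Compound – single 20 µM dose, 1% DMSO · Times – 45 min room-temperature reaction, 5 min colour, 30 min stabiliser · Technique – Phosphate-binding colour reagent, absorbance read at 630 nm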
STEP inh: STEP phosphatase inhibitors, primary screen, biochemical, fluorescence intensity, uHTS; recombinant STEP, OMFP fluorogenic substrate; inhibition, % at 20 µM; hit rate 0.25% among 360,000; AID 588621, 2011;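 active means inhibition at 20 µM, scaled per plate between control wells, above about 37%, limit read from the data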;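 further: 0% = DMSO with enzyme and substrate and 100% = substrate only without enzyme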
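System: isolated STEP enzyme; schedule: 20 min enzyme reaction at room temperature, protected from light; medium: Bis-Tris buffer pH 6.0, 2.5 mM DTT, 0.005% Tween 20; signal: fluorescence, 480/540 nm; dosing: single compound dose of 20 µM, 1% DMSO final; also added: OMFP substrate, 25 µM final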
DNMT1 inh: human DNMT1 methyltransferase inhibitors, primary screen, biochemical, molecular beacon, fluorescence, HinP1I cleavage, uHTS; inhibition (reported as % activation of signal), % at 10 µM; hit rate 0.83% among 360,000; in the data active means inhibition above about 50%
TbMetRS inhib: T. brucei MetRS inhibitors, primary screen, biochemical, luminescence. inhibition, % at 11.9 µM. methionyl-tRNA synthetase (Trypanosoma brucei brucei). AID 624268, 2012. purified T. brucei MetRS, ATP depletion, Kinase-Glo luminescence. hit rate 0.4% among 360,000;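 active means inhibition above a per-plate cutoff of the control wells' mean inhibition plus 3 SD, cut at about 5.5% in these data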;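 further: 0% = DMSO wells median and 100% = median of wells with control inhibitor compound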
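Material: T. brucei methionyl-tRNA synthetase, purified; reagent: substrates ATP, L-methionine and bulk Escherichia coli tRNA; dosing: 11.9 µM single point; timing: 15 min plus 2 h at 25 °C; detection: luminescence of leftover ATP; evaluation: % inhibition; control set: DMSO-only wells as low control; replicates: singlicate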
Starred values were filed as active, the others as inactive; i = inactive; · = no result given. Outcome played no part in choosing rows; 3.9% or so of the library scored in one or more.

SMILES	NadD inh	CSN inh	MsrA inh	Rpn11 inh	SUMO1-SIM PPI	LMPTP inh	Scp1 inh	STEP inh	DNMT1 inh	TbMetRS inhib
O=c1cc(O)c2ccc(O)cc2o1	3	0	3.1	i	0	-1.9	1	-3	-5	-1.0
CCOc1ccc(CCN2C(=S)N([C@@H](CC(C)C)CN3CCCC3CN3C(=S)NC[C@@H]3Cc3ccccc3)C[C@@H]2CC(C)C)cc1 (some centres not stated)	16	6	1.7	·	-4	4.2	·	·	·	-0.7
CC(=O)O[C@@H]1C[C@H](c2ccccc2)OC(=O)CCCCC1=O	-6	3	0.7	·	-2	0.7	·	·	·	-0.5
CCn1c(C)cc(C(=O)CSc2nnc(-c3ccco3)o2)c1C	-3	-1	0.3	i	-1	0.6	-6	2	1	-0.3
O=C1NC(=Nc2ccccc2)S/C1=C\c1cccn1-c1ccccc1	38*	3	-0.2	i	-3	3.2	-10	3	2	0.0
Cc1cc(C)c(S(=O)(=O)NCCOc2ccccc2)c(C)c1-n1cnnn1	-7	0	1.1	i	2	-0.5	0	-3	-2	-0.6
COc1ccc(-c2csc(NC(=O)CN3C(=O)NC4(CCCC4)C3=O)n2)cc1	-3	-7	0.6	i	1	-0.2	-3	-3	0	-0.4
CCCOc1ccccc1OCC(=O)Nc1ccc(S(=O)(=O)N2CCCC2)cc1	-8	-1	0.2	i	2	0.7	-11	0	1	-0.4
O=C(Cc1ccccc1Cl)NCc1cccnc1	-2	3	-0.9	i	1	-1.1	-5	-1	3	0.1
Cc1ccc(CNC(=O)C2CCCN(S(=O)(=O)c3ccc(F)cc3)C2)cc1 (configuration not stated)	0	4	-0.5	i	-3	-0.1	-5	2	0	-0.4
Nc1ccc2c(c1)Cc1cc(N)c(Cl)cc1-2	5	2	1.6	i	-5	2.1	7	3	-40	-0.5
CCCC(=O)Nc1nc(-c2ccc(Cl)s2)cs1	-5	-4	0.6	i	-4	1.2	-5	-2	1	-0.4
COc1ccccc1S(=O)(=O)CC(O)COc1ccc(F)cc1Cl (configuration not stated)	-8	2	-0.2	i	0	-0.5	2	-3	4	-0.7
CCOC(=O)c1c[nH]c2c(C)ccc(Cl)c2c1=O	0	-8	0.4	i	6	-0.4	-7	0	39	1.2
CCOc1ccccc1NC(=O)c1nc[nH]c1C(=O)Nc1ccccc1OCC	7	-3	·	i	4	-1.4	-4	2	9	0.2
C[C@H](NC(=O)c1nc[nH]c1C(=O)N[C@@H](CCCCN)C(=O)OC(C)(C)C)C(=O)OCc1ccccc1	-1	-6	0.8	i	-1	-3.0	-8	-2	-1	0.2
COc1ccccc1C(=O)Nc1ccc(C(=O)c2ccccc2)cc1	-8	-6	0.8	i	-2	2.6	-7	-4	-8	-0.1
CCc1ccc(N(C(=O)CNC(=O)c2cccs2)C(C(=O)NC(C)(C)C)c2cc(OC)c(OC)c(OC)c2)cc1 (configuration not stated)	5	-2	0.4	i	1	-0.9	-8	1	-4	-0.1
Cc1ccc(NC(=O)C2C(C(=O)O)C3C=CC2C32CC2)cc1 (configuration not stated)	3	-3	-0.5	i	1	0.5	-7	7	-1	-0.2
CCCCn1nnc(NC(=O)c2ccc(-c3ccccc3[N+](=O)[O-])o2)n1	1	9	1.4	i	-10	-0.5	-8	-3	-6	-0.5
Fc1ccc(CNc2ncnc3cc(Cl)ccc23)cc1	-4	2	0.1	i	-1	0.6	-7	0	4	2.7
COC(=O)c1ccc(CN=C(NS(=O)(=O)c2ccccc2)c2ccccc2)cc1	-3	6	-0.1	i	3	-0.7	-7	0	3	0.0
Cc1nc(NCCc2cnc[nH]2)c2oc3ccccc3c2n1	-5	1	-1.1	i	11	-1.6	-5	-1	1	-0.3
CC(NS(=O)(=O)c1ccc(Cl)cc1)C(=O)Nc1ccc2c(c1)OCCO2 (configuration not stated)	1	-1	1.0	i	3	-0.1	-8	-3	2	-0.6
COc1ccc(-c2cc(C(=O)N3CCCC3)no2)cc1OC	-2	1	0.2	i	4	-1.1	-10	0	3	0.6
O=C(Cn1ccc(NC(=O)OCc2ccccc2)nc1=O)NCc1nc2ccccc2[nH]1	-1	2	-1.1	i	-2	-1.1	1	-1	2	-0.4
CC(=O)N(C(C)=O)n1c(/C=C/c2cccc([N+](=O)[O-])c2)nc2ccccc2c1=O	-3	-2	1.9	i	0	-0.4	-3	4	1	0.0
Cc1ccc(NC(=O)CN2CCN(C(=O)c3ccco3)CC2)cc1S(=O)(=O)N(C)C	1	-3	-0.7	i	5	-2.8	-9	-3	2	-0.1
O=C(/C=C/c1ccc(Cl)cc1)N1CCN(c2ccc([N+](=O)[O-])c(N3CCOCC3)c2)CC1	6	-6	1.1	i	-19	4.0	-6	7	-7	-1.0
COc1ccc(C2=NN(C(=O)CN3CCCCC3)C(c3ccc(OC)cc3)C2)cc1 (configuration not stated)	-1	2	0.0	i	-5	0.6	0	0	-1	0.1

Two of the compounds above, with bars between the fields.
SMILES | NadD inh | CSN inh | MsrA inh | Rpn11 inh | SUMO1-SIM PPI | LMPTP inh | Scp1 inh | STEP inh | DNMT1 inh | TbMetRS inhib
CC(NS(=O)(=O)c1ccc(Cl)cc1)C(=O)Nc1ccc2c(c1)OCCO2 (configuration not stated) | 1 | -1 | 1.0 | i | 3 | -0.1 | -8 | -3 | 2 | -0.6
COc1ccc(-c2cc(C(=O)N3CCCC3)no2)cc1OC | -2 | 1 | 0.2 | i | 4 | -1.1 | -10 | 0 | 3 | 0.6

(listing goes on)
SMILES	NadD inh	CSN inh	MsrA inh	Rpn11 inh	SUMO1-SIM PPI	LMPTP inh	Scp1 inh	STEP inh	DNMT1 inh	TbMetRS inhib
CCCCN1C[C@H](C)[C@@H](CC(=O)NCc2ccccc2)C1=O	-5	-3	-0.5	i	1	-1.2	-6	4	5	0.3
CCOc1cc(N2CCOCC2)c(OCC)cc1NC(=O)Cc1cccc(OC)c1	-3	1	0.5	i	-1	-1.1	13	-1	-5	0.0
COc1ccccc1OCC(=O)Nc1ccc(S(=O)(=O)Nc2cc(C)on2)cc1	-7	1	0.2	i	26	-1.1	-15	-2	3	-0.4
CC(C)(/C=N/O)/[N+]([O-])=C/c1ccco1	2	-1	0.1	i	0	-2.3	-6	-12	0	-1.2
CC(C)OP(=O)(CCP(=O)(OC(C)C)OC(C)C)OC(C)C	0	-4	-0.6	i	-4	0.1	-5	-2	-6	-1.0
CCOC(=O)c1cc2sccc2n1Cc1ccccc1	-5	-4	0.5	i	-1	3.0	-11	0	3	-1.0
O=C1/C(=C\c2ccc(-c3ccccc3[N+](=O)[O-])o2)C(c2ccccc2)=NN1c1ccccc1	27	0	0.0	i	21	3.2	-20	0	63*	0.0
O=C(CSc1ncccn1)NC1CCCc2ccccc21 (configuration not stated)	-2	3	-0.3	i	-5	-0.6	-12	-3	1	-0.2
O=C(Nc1nnc(-c2ccccc2SCc2ccccc2)s1)Nc1ccccc1F	21	-2	·	i	2	-1.8	-3	1	42	1.5
Cc1cc2oc(=O)cc(CN(C)Cc3cccc(F)c3)c2cc1C	-1	2	0.9	i	0	2.5	-13	2	1	-1.2
COc1ccc(N(CC(=O)NC2CCCC2)C(=O)Cn2nnc(-c3ccc(C)cc3)n2)cc1OC	-2	-3	0.6	i	1	-0.7	-6	1	5	-1.0
CCOC(=O)c1cc([N+](=O)[O-])sc1NC(=O)CC	-12	4	1.7	i	-26	-1.3	-6	0	2	-0.4
COc1ccc(NC(=O)c2ccc(S(=O)(=O)N3CC(C)OC(C)C3)cc2)cc1 (configuration not stated)	-5	5	-0.1	i	-2	0.4	-8	3	-2	-0.4
COc1ccc(CC(=O)NCc2cccc(CNC(=O)Cc3ccc(OC)c(OC)c3)c2)cc1OC	-9	0	0.1	i	1	-0.8	-16	3	3	0.0
CCOC(=O)C(=O)C1=CN(Cc2ccccc2)C=C(C#N)C1	6	-4	0.9	i	-20	-1.0	-6	4	0	0.5
c1ccc(Cc2nn3c(Cn4cnc5ccccc54)nnc3s2)cc1	0	-2	-1.7	i	-3	0.5	2	9	1	-0.7
Cc1nc2ccccn2c1C(=O)NCc1ccc2c(c1)OCO2	-5	2	0.2	i	1	-0.6	-5	-3	16	0.1
COc1ccc(C(=O)Nc2cccc(C(=O)N3CCCC3)c2)cc1	-3	-4	0.2	i	5	-0.1	-8	-1	1	0.1
COC(=O)c1c(NC(=O)C(C)C)sc2c1C(C(=O)OC)CC2 (configuration not stated)	-1	5	0.7	i	2	0.6	-9	3	1	0.1
COc1cc(/C=N/N(C)C)cc(Br)c1O	-52	2	4.4	i	-5	-1.6	-71	1	2	-1.0
CCN(c1cccc(C)c1)c1ncnc2nc[nH]c12	-8	0	0.5	i	1	-0.8	-6	-2	1	0.2
COc1cccc2c1OCC(C(=O)OCc1cccnc1)=C2	1	0	0.6	i	-13	-0.4	-7	0	1	1.1
CC1=N/C(=C/c2cccnc2)C(=O)O1	2	0	0.0	i	2	0.9	-7	5	0	0.0
CCc1ccc(C(=O)COC(=O)C(CCSC)NC(=O)C23CC4CC(CC(C4)C2)C3)cc1 (configuration not stated)	11	1	-1.0	i	11	0.7	-2	2	2	-1.2
CCN(CC)S(=O)(=O)c1ccc(NC(=S)Nc2ccccc2)cc1	-1	-2	-0.9	i	1	-1.2	-10	2	-3	-2.1

Single entries from above.
O=C(CSc1ncccn1)NC1CCCc2ccccc21 (configuration not stated) – Scp1 inh = -12
Cc1cc(C)c(S(=O)(=O)NCCOc2ccccc2)c(C)c1-n1cnnn1 – DNMT1 inh = -2
COc1ccc(-c2csc(NC(=O)CN3C(=O)NC4(CCCC4)C3=O)n2)cc1 – LMPTP inh = -0.2
CCOc1ccccc1NC(=O)c1nc[nH]c1C(=O)Nc1ccccc1OCC – TbMetRS inhib = 0.2
